High-throughput results (PubChem)
D3 antag – qHTS of D3 Dopamine Receptor Antagonist: qHTS. AID 652054, 2013. 2.5% of 360,000 active. D3R cells, DiscoveRx beta-arrestin luminescence, antagonist mode; stronger effect = lower value. D(3) dopamine receptor (Homo sapiens), P35462. max response, negative = inhibition, %; in the data active = max response below about -50%; inconclusive = no clear call, values can overlap the other calls; note: % is set by controls: 0 for no effect and ±100 for the full control effect; mostly tested at two doses, the higher about 12 µM
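Cells plated overnight at 1500 cells/well, then exposed to library compounds with dopamine controls for 90 minutes at 37 degrees C. DiscoveRx reagent added for 30–60 minutes at room temperature; luminescence read, quantitative HTS format.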
pAkt inh – HTS Assay for Inhibitors of Akt Phophorylation: Primary Screen | Neuro2A IGF-stimulated pAkt S473 HTRF, 20 min; stronger effect = lower value | 0.32% of 360,000 active | activity change, % for hits at 50 µM; in the data active = activity change below about -80%; inconclusive = mostly about -51% to -80%; note: % is set by controls: 0 for no effect and ±100 for the full control effect
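Neuro2A cells (4,500/well, DMEM with 0.5% FBS) were treated with compound at a single 50 µM final concentration, stimulated with 6 nM IGF for 20 min at 37 °C, and lysed. Phospho-Akt Ser473 was read by HTRF as 665/615 ratio ×10^4.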
DRD3 agonist – qHTS of D3 Dopamine Receptor Agonist: qHTS | AID 652048, 2013 | 0.58% of 410,000 active | D3R DiscoveRx beta-arrestin cells, luminescence, 90 min | D(3) dopamine receptor (Homo sapiens), P35462 | max activation, %; in the data active = max activation above about 30%; note: 0% is about no effect; mostly tested at two doses, the higher about 12 µM
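Agonist-mode cell screen: cells plated at 1500/well and incubated overnight at 37 °C, then exposed to library compounds for 90 min at 37 °C. Detection reagent was added for 30–60 min at room temperature, and luminescence was read.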
EPAC2 antag – qHTS for Antagonist of cAMP-regulated guanine nucleotide exchange factor 2 (EPAC2): primary screen; AID 720708, 2013; EPAC2 GEF exchange of Rap1B-BODIPY-GDP, fluorescence; Potency, µM (titrated, usually from 114 µM), for inactives: at the highest dose activity, negative = inhibition, most hits filed as inhibitors; 0.18% of 360,000 active; note: potency is the fitted concentration of half-maximal effect; % is set by controls: 0 for no effect and ±100 for the full control effect; nearly all actives have a fitted effect of over 45% in size; many of its hits are not listed in these tables
Target sequence (Q8WZA2 whole entry, looked up): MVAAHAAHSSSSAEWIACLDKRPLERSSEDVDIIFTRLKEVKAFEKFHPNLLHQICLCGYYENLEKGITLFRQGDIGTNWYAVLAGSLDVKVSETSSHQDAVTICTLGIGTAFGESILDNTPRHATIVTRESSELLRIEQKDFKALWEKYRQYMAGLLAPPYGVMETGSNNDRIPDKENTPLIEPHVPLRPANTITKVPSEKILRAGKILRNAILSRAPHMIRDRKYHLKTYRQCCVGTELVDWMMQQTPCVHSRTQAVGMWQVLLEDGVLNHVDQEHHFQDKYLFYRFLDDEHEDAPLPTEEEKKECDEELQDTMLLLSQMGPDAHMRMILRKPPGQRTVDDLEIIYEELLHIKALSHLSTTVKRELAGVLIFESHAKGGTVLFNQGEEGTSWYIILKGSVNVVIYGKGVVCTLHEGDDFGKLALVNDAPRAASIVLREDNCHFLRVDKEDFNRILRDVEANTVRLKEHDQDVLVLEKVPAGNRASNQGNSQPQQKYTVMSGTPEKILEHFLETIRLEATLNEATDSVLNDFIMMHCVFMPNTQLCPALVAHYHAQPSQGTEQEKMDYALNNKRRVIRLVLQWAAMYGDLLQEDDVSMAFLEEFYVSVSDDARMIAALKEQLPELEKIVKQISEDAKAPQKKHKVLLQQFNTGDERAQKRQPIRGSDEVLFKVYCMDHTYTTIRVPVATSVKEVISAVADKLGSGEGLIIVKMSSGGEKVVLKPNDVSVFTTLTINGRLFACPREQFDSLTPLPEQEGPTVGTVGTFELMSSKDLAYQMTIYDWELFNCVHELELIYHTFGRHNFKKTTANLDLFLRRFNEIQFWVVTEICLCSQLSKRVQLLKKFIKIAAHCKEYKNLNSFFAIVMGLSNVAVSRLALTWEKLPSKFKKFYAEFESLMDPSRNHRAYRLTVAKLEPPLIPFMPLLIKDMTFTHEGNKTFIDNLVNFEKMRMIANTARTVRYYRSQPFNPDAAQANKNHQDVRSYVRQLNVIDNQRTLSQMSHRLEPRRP
CCT chaperon mod – High-Throughput Screening for Modulators of Cytosolic Chaperonin Activity | 0.3% of 360,000 active | purified chaperonin ATPase assay, HTRF ADP detection, 30 min | AID 651819, 2012 | activity change, % (no concentration beside the values), hits read low; in the data active = activity change below about -30%; note: % is set by controls: 0 for no effect and ±100 for the full control effect
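Nucleotide hydrolysis assay: TRiC at 20–40 nM final (set by batch activity) with 10 uM ATP, 30 min at 37 °C, in presence of 76 uM compound. Detection by competitive ADP HTRF, 30 min ambient.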
EPAC2 ag – qHTS for Agonist of cAMP-regulated guanine nucleotide exchange factor 4 (EPAC2): primary screen; EPAC2 activation, biochemical qHTS; response scale: 100% = 6.5 mM cAMP response; AID 720711, 2013; Potency, µM (series often up to 154 µM), for inactives: at the highest dose activation, actives largely listed as activators; 0.079% of 360,000 active; note: potency is the fitted concentration of half-maximal effect; nearly all actives have a fitted effect of over 50% in size
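qHTS, titration series. 100 nM EPAC2 / 250 nM Rap1B-BODIPY-GDP / 50 uM GDP; RT; ex 480/em 540 nm, 5-min reads to 30 min. Norm. to 6.5 mM cAMP = activation.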
Mm-Cpn inhibitor – Inhibitors of TCP-1 ring complex (TRiC) of Methanococcus maripaludis (MmCpn): qHTS. Chaperonin Mm-Cpn (Methanococcus maripaludis). purified Mm-Cpn ATPase, ADP Transcreener TR-FRET. Potency, µM (highest dose often 76.9 µM), for the others: top-dose activity, negative = inhibition, actives largely listed as inhibitors. 0.031% of 330,000 active; note: potency is the fitted concentration of half-maximal effect; % is set by controls: 0 for no effect and ±100 for the full control effect; nearly all actives have a fitted effect of over 80% in size
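Compound-treated chaperonin, 25 nM final, turns over 10 uM ATP at 37°C for 30 min following a 10 min preincubation; ADP generated competes with ADP-d2 for Eu-cryptate antibody, lowering FRET.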
PTHR1 agonist – qHTS for PTHR1 Agonists: Primary Screen; Potency, µM (top dose mostly 115 µM), inactives show at the highest dose activation, usual class: activators; Parathyroid hormone/parathyroid hormone-related peptide receptor (Homo sapiens), Q03431; 0.075% of 410,000 active; HEK293 GP2 PTHR1 cells, GloSensor cAMP luminescence, 1 h; note: potency is the fitted concentration of half-maximal effect; nearly all actives have a fitted effect of over 55% in size; some results filed as inactive show a strong effect at the top dose; inactives centre near -15; many of its hits are not listed in these tables
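HEK-293-derived GP2 cells expressing PTHR1 and a GloSensor cAMP reporter, 3,000/well, plated overnight, given luciferin plus IBMX (each 0.5 mM as added) for 1 h at 37 °C, then compound for 1 h at 37 °C. Luminescence was read after 15 min at room temperature.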
* marks the source's active call; other numbers are inactive results; i = inactive; ? = inconclusive; . = not tested or not shown; & = joins results of further samples; [ ] = remark or other dose. Unless noted, calls come from the whole dose curve; as a rule, active = well fitted curve in the direction sought with a large enough effect; inconclusive = small, poorly fitted or top-dose-only effect, or another doubt; inactive = no such curve, though single readings can be large; an effect the other way counts as inactive or inconclusive.

SMILES	D3 antag	pAkt inh	DRD3 agonist	EPAC2 antag	CCT chaperon mod	EPAC2 ag	Mm-Cpn inhibitor	PTHR1 agonist
C=CCN(CC=C)C(=O)Cc1ccc(F)cc1	-11.3	i	0.0	-0.6%	-1.6	13.2%	0.7%	i
Fc1ccc(Cn2nnnc2CN2CCN(C3CCCC3)CC2)cc1	-9.1	i	-16.8	-8.7%	-3.2	2.5%	-3.0%	-0.3%
C=CCNC(=O)CSCc1ccc(Br)cc1	-2.1	i	5.9	6.6%	-2.4	1.8%	1.7%	-4.2%
COC(=O)C1=C(C)N(CCCC(=O)O)C(=O)NC1c1ccc(-c2ccccc2)cc1 (stereo not drawn)	0.0	i	-8.2	?	-1.0	8.0%	-0.2%	19.5%
Cc1c(C(=O)Nc2cccc(-c3nnc4n3CCCCC4)c2)oc2ccccc12	19.3	i	0.7	3.4%	1.7	4.2%	0.4%	-10.0%
O=C1NC2(C=Cc3c(ccc4ccccc34)O2)Oc2ccccc21 (stereo not drawn)	-51.0*	i	-3.8	-4.5%	-0.2	3.7%	2.8%	-36.2%
CCOC(=O)C1CCN(C(=O)COC(=O)c2nn(C)c(=O)c3ccccc23)CC1	0.0	i	4.1	-14.6%	-1.4	-0.1%	-0.5%	i
Cc1ccc(Nc2nc(N)c([N+](=O)[O-])c(N3CCC(C)CC3)n2)cc1C	-5.0	i	3.2	-27.5%	-4.2	-3.6%	2.0%	i
COc1ccc(C(=O)NCc2ccccc2C)cc1S(=O)(=O)NC1CCCC1	-12.1	i	-6.9	-8.7%	-0.2	7.7%	1.6%	-12.5%
Cc1noc(NS(=O)(=O)c2ccc(N/C=C\C(=O)c3ccc(F)cc3)cc2)c1C	-22.5	i	-1.6	-7.3%	-3.7	12.0%	1.2%	i
O=C(NCc1ccccc1)NCc1cccs1	10.4	i	19.1	4.2%	1.5	1.5%	0.5%	i
Cc1ccc(-n2c(Cl)c(Cl)nc(Cl)c2=O)cc1	-106.2*	i	-48.0	-6.4%	-1.5	5.4%	-2.9%	-7.4%
Cc1cc(C)cc(CSCC(=O)N/N=C/c2ccc(OCC(=O)NCc3ccco3)cc2)c1	27.7	i	12.8	11.9%	1.3	-7.7%	1.1%	i
CS(=O)(=O)NCCSc1nnnn1-c1ccccc1	8.0	i	2.6	5.3%	-2.9	-4.8%	1.0%	i
Cc1nn(C)c(Cl)c1NC(=O)OCc1ccc(Cl)cc1Cl	31.3	i	9.8	9.1%	-2.1	-9.4%	-0.4%	-29.1%
Cc1cccc(C(=O)O/N=C(\N)Cc2cccc3ccccc23)c1	0.7	i	3.7	0.4%	-2.0	1.7%	-3.3%	i
O=C(c1cncs1)N1CCCC(CNS(=O)(=O)c2cccs2)C1 (stereo not drawn)	4.2	i	-2.1	2.8%	0.5	-1.8%	1.9%	i
Cc1ccc(S(=O)(=O)N2Cc3ccccc3CC2C(=O)NC(C)(C)C)cc1 (stereo not drawn)	-4.4	i	-0.3	-5.7%	-1.0	5.1%	-2.4%	-38.1%
CCOc1cc(NC(=O)CCl)c(OCC)cc1NC(=O)CCl	-13.5	i	1.7	4.3%	-1.0	7.0%	-1.6%	-42.3%[inhibitor]
O=[N+]([O-])c1ccc2c([N+](=O)[O-])ccc3c2c1CC3	-9.0	i	0.0	2.7%	-1.9	5.9%	.	i
COc1ccccc1CNC(=O)CSc1nc2ccccc2c(=O)n1CCCN1CCOCC1	-3.7	i	1.7	0.5%	-0.1	7.6%	-3.3%	i
O=C(c1cccc(Cl)c1)N1CCC(=O)N(C(CO)Cc2ccccc2)CC1 (stereo not drawn)	12.4	i	-0.4	-6.0%	-0.3	9.2%	.	-18.4%
Cc1ccc(CNc2nc3ccccc3s2)s1	-3.1	i	-8.2	5.9%	0.8	-5.1%	-3.0%	-32.0%
O=C(Nc1ccc(F)cc1F)c1ccc2c(c1)[nH]c(=O)n2Cc1ccc(F)cc1	-22.1	i	3.9	-5.2%	-4.1	0.5%	-5.6%	-28.9%
Cc1ccc(-n2ncc(C(=O)Nc3cc(Cl)ccc3C)c2C2CCNCC2)cc1C	11.7	i	8.0	4.4%	-0.3	-5.0%	-1.6%	-40.2%[inhibitor]
COc1ccc(NS(=O)(=O)c2ccc(C)c(C(=O)N3CCC3)c2)cc1	10.0	i	2.0	10.5%	2.7	7.7%	-0.6%	i
CC(=O)Nc1ccc(NC(=O)CSc2nnc(-c3ccco3)o2)cc1	-5.9	i	5.5	1.2%	-0.1	4.7%	-2.9%	i
COc1ccc(N=C2SCC(=O)N2C)cc1	-6.1	i	-1.3	-3.2%	-1.4	-2.7%	.	i
Cc1ccsc1CN(C)C(=O)C(NC(=O)c1cccc(S(=O)(=O)N2CCOCC2)c1)C(C)C (stereo not drawn)	-11.1	i	-10.7	-14.4%	-1.7	5.6%	2.2%	-21.5%
COC(=O)c1ccccc1NC(=O)/C=N/O	9.0	i	1.8	-16.4%	0.5	-2.0%	-0.9%	-5.3%

3 compounds out of the list, arranged by formula weight, highest first:
SMILES	D3 antag	pAkt inh	DRD3 agonist	EPAC2 antag	CCT chaperon mod	EPAC2 ag	Mm-Cpn inhibitor	PTHR1 agonist
Cc1noc(NS(=O)(=O)c2ccc(N/C=C\C(=O)c3ccc(F)cc3)cc2)c1C	-22.5	i	-1.6	-7.3%	-3.7	12.0%	1.2%	i
COc1ccc(NS(=O)(=O)c2ccc(C)c(C(=O)N3CCC3)c2)cc1	10.0	i	2.0	10.5%	2.7	7.7%	-0.6%	i
COC(=O)c1ccccc1NC(=O)/C=N/O	9.0	i	1.8	-16.4%	0.5	-2.0%	-0.9%	-5.3%

Other results follow:
SMILES	D3 antag	pAkt inh	DRD3 agonist	EPAC2 antag	CCT chaperon mod	EPAC2 ag	Mm-Cpn inhibitor	PTHR1 agonist
CCOC(=O)c1ccccc1NC(=O)CSc1ccccc1	34.3	i	-11.1	-18.2%	-4.3	-1.8%	0.3%	-23.7%[57.5 µM]
O=C1NC(=S)S/C1=C1\Sc2ccccc2N1CCCS(=O)(=O)O	-0.9	i	3.9	1.0%	1.7	6.5%	-5.6%	i
O=C(c1cc(S(=O)(=O)N2CCCCC2)ccc1Cl)N1CCOCC1	0.8	i	-16.8	-1.2%	-0.3	9.0%	-1.1%	i
Cc1ccc(O)c(C(CC(=O)NC(C)C)c2ccccc2)c1 (stereo not drawn)	5.0	i	4.0	-7.1%	0.0	5.3%	3.6%	31.9%
COc1ccc(OCC(=O)Nc2cc(OC)ccc2N2CCCCC2)cc1	24.8	i	35.8*	-25.3%	0.0	2.7%	-0.1%	-17.7%
CCOC(=O)c1nc(Nc2ccc(C(C)=O)cc2)c2ccccc2n1	4.3	i	-2.1&4.8	0.2%	-0.6	11.0%	-6.3%	-22.7%&-4.2%
COc1ccc(CN(C(C)=O)c2cc(C)c([N+](=O)[O-])cc2OC)cc1OC	-8.2	i	-1.4	2.0%	-0.6	1.8%	.	i
COc1ccc(CCNC(=O)CCS(=O)(=O)c2ccc3c(c2)NC(=O)C(C)S3)cc1OC (stereo not drawn)	-2.8	i	3.1	12.3%	-1.6	-6.1%	0.0%	-1.4%
CN(Cc1ccccc1)C(=O)CN1C(=O)NC2(CCCC2)C1=O	8.4	i	1.8	-1.2%	0.4	0.9%	-0.7%	i
O=C(Nc1ccccc1C(=O)NCc1ccco1)NC1CCCCC1	-7.1	i	-8.1	12.5%	-4.1	-9.7%	0.1%	i
COC(=O)c1ccccc1Oc1ccc(NC(=O)c2ccco2)cc1	-3.5	i	-4.0	-6.3%	-4.2	11.5%	0.2%	-35.2%[inhibitor]
O=[N+]([O-])c1ccc(-c2nn(-c3ccccc3)cc2/C=N/n2c(-c3ccncc3)n[nH]c2=S)cc1	3.1	i	1.9	-0.7%	-1.8	-0.2%	-0.4%	-24.4%
CCN(CC)S(=O)(=O)c1c(Br)cc(C)cc1Br	-2.8	i	13.3	?	-1.4	11.8%	-0.3%	-27.6%[57.5 µM]
CCOC(=O)C1=C(C)N(C)C(=S)NC1c1cc(OC)ccc1OC (stereo not drawn)	-0.5	i	-5.8	-24.1%	0.2	6.7%	-0.6%	-1.3%
O=C(CN1CCCCC1)Nc1ccccc1Cl	9.3	i	-9.2	-9.7%	-0.2	2.6%	4.0%	-23.4%
CCOC(=O)C1(C(C)(C)CC)CC(CSc2nc3ccccc3[nH]2)OC1=O (stereo not drawn)	?	i	-8.6	-18.7%	-1.2	17.5%	-1.2%	-30.1%[inhibitor]
Nn1c(SCC(=O)NCC2CCCO2)nnc1-c1ccc(OC(F)F)cc1 (stereo not drawn)	-3.2	i	-3.1	-2.3%	-1.9	5.0%	-0.6%	?
COCC(C)NC(=O)COCc1cc(-c2ccc3c(c2)OCO3)on1 (stereo not drawn)	2.2	i	1.3	0.1%	1.7	-2.7%	-0.3%	i
Cc1cccc(NC(=O)c2ccc(S(=O)(=O)N3CCN(C)CC3)cc2)c1C	0.2	i	1.8	9.1%	-2.1	14.5%	3.7%	i
COC(=O)Cc1ccc(NC(=S)NCc2ccco2)cc1	-9.7	i	-10.8	1.2%	-2.0	14.3%	0.1%	?
COc1ccc(Br)c(C=O)c1OS(=O)(=O)c1ccc(C)cc1	-18.3	i	-5.9	-26.2%	-1.3	8.0%	.	i
O=C(NCCC1CCCCN1S(=O)(=O)c1cccs1)C(=O)Nc1ccc(F)cc1 (stereo not drawn)	19.0	i	-0.1	-5.6%	1.5	0.6%	-1.7%	-16.7%
CC(C)OCCCNc1nc(-c2ccccc2)nc2ccccc12	42.0	i	3.2	-23.4%	-2.3	3.2%	-11.6%	-44.5%[inhibitor]
CC(C)c1nc2c(s1)CCc1onc(-c3ccc(Cl)cc3)c1-2	41.0	i	31.7*	8.9%	-7.1	11.3%	0.1%	-15.2%
CSC(=S)N/N=C/c1ccc(N(C)C)cc1	-24.2	i	2.5	12.2%	-0.7	8.3%	-2.0%	i

Only part of the results is shown; the hit share may differ from the screen's.
